EPAC1 ag: EPAC1 (human) agonism; O95398; EPAC1 agonist qHTS, biochemical assay; response scale: 100% = response to 6.5 mM cAMP; Potency, µM (titrated, usually from 154 µM), without a hit: at the top dose activation, actives largely listed as activators; 360,000 compounds, 0.073% hits; also: potency is read from the fitted curve at half-maximal effect; nearly all actives have a fitted effect of over 60% in size
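Read-out is the fluorescence drop as BODIPY-GDP leaves Rap1B (480 nm excitation, 540 nm emission), recorded every 5 minutes over 30 minutes. Reactions held 100 nM EPAC1, 250 nM Rap1B–BODIPY-GDP and 50 uM GDP, with 6.5 mM cAMP setting full activation.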
aSyn rescue: alpha-synuclein toxicity inhibition in yeast; Yeast expressing alpha-synuclein, growth rescue, BacTiter-Glo, 24 h; Potency, µM (doses to about 46.1 µM), without a hit: at the highest dose growth rescue (activation), most hits filed as activators; 370,000 compounds, 0.14% hits; AID 652106; also: potency is read from the fitted curve at half-maximal effect; % of control where 0% means no effect; nearly all actives have a fitted effect of over 65% in size
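Readout is rescue of growth in alpha-synuclein-expressing yeast, so inhibitors of toxicity appear as activators. Growth after 24 hr at 30 deg C in galactose medium is quantified by luminescence.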
WRN helicase inh: WRN helicase (human) inhibition | Q14191 | WRN helicase unwinding, fluorescent forked duplex, kinetic | Potency, µM (doses to about 114 µM), for the others: at the top dose activity change, negative = inhibition, actives largely listed as inhibitors | 360,000 compounds, 0.46% hits | AID 651768; also: potency is read from the fitted curve at half-maximal effect; % is scaled to controls: 0 for no effect and ±100 for the full control effect; nearly all actives have a fitted effect of over 55% in size
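Fluorescence dequenching readout, ex 525 nm/em 598 nm, kinetic mode: forked duplex DNA (100 nM final) with adjacent fluorophore and quencher unwound by WRN (20 nM final) with 2 mM ATP. Compound preincubation 15 min, room temperature.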
EPAC1 antag: antagonists of human EPAC1; EPAC1 GEF assay, Rap1b-BODIPY-GDP exchange fluorescence; Potency, µM (doses to about 115 µM), for inactives: at the highest dose activity change, negative = inhibition, most hits filed as inhibitors; 360,000 compounds, 0.14% hits; AID 720709;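 also: potency is read from the fitted curve at half-maximal effect; plate controls were vehicle for no effect and positive control for full effect; nearly all actives have a fitted effect of over 50% in size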
PI5P4Ka inh: blocks human PI5P4K alpha kinase activity. PI5P4Kalpha enzyme, ADP-Glo luminescence, 60 min; stronger effect = lower value. max response, %. 330,000 compounds, 1.2% hits; active = max response of -50% or lower; inconclusive = between -30% and -50%; inactive = -30% or higher; also: value at the top dose of about 77 µM; % is scaled to controls: 0 for no effect and ±100 for the full control effect
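PI5P4Kalpha ADP-Glo assay; 5 microM ATP final; 60 min RT reaction; HEPES pH 7.4/EGTA/CHAPS, 5% DMSO; controls lacking substrate or enzyme; luminescent end-point.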
FUS suppressor: suppressors of FUS proteinopathy in yeast; S. cerevisiae FUS-expressing, growth rescue, OD600, 24 h; Potency, µM (series often up to 76.6 µM), for the others: top-dose growth rescue (activation), hits mostly activators; 390,000 compounds, 0.24% hits;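 also: potency is read from the fitted curve at half-maximal effect; plate controls were DMSO vehicle for no effect and reference control for full effect; nearly all actives have a fitted effect of over 55% in size; some results filed as inactive show a strong effect at the top dose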
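Steps: raffinose overnight preculture; dilution to OD 0.005 in 2% galactose minimal medium; compound addition (concentration series); 24hr at 30C, 99% humidity; absorbance read at 600 nm.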
PLK1 PBD block: blocks phosphopeptide binding to human PLK1 polo-box domain | Potency, µM, for the others: max response, negative = inhibition, usual class: inhibitors | Plk1 PBD binding of FITC phosphopeptide, fluorescence polarization | P53350 | 360,000 compounds, 2.8% hits | AID 720504; also: potency is read from the fitted curve at half-maximal effect; series mostly up to about 57 µM; % is scaled to controls: 0 for no effect and ±100 for the full control effect; nearly all actives have a fitted effect of over 65% in size
IL2 activator: activates IL-2 in a cell-based reporter assay; IL-2 activation reporter assay, cell-based qHTS; stimulated with anti-CD3/CD4/CD28 beads; in transgenic mouse T cells; activation, % (series mostly up to about 46 µM); 360,000 compounds, 0.065% hits; AID 652025; in the data active = activation above about 50%; inconclusive = mostly about 30% to 49%; also: 0% is about no effect
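Unstimulated transgenic mouse T cells; 60-min compound exposure; bead-based TCR/CD4/CD28 stimulation; 18 h culture, 37 degrees C; dual fluorescence (EGFP, DsRed) plate cytometry.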
Abeta yeast res: compounds reversing amyloid beta toxicity in yeast; yeast expressing A-beta42, growth rescue, OD600, 48 h; response scale: 0% DMSO, 100% iron-clioquinol control; Potency, µM (top dose mostly 46.1 µM), for inactives: top-dose growth rescue, most hits filed as activators; 410,000 compounds, 0.063% hits; AID 1347071; also: potency is read from the fitted curve at half-maximal effect; nearly all actives have a fitted effect of over 55% in size
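Growth rescue measured by 600 nm absorbance after 48 h yeast culture at 30 C with compound. Values normalized between DMSO and an equimolar ferric chloride plus clioquinol control.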
Active calls of the source: *; ? = inconclusive; nt = not tested or not shown; & = joins results of further samples; [ ] = dose if it differs, or a comment. Unless noted, calls follow the shape of the dose curve; as a rule, active = well fitted curve in the direction sought with a large enough effect; inconclusive = small, poorly fitted or top-dose-only effect, or another doubt; inactive = no such curve, though single readings can be large; an effect the other way counts as inactive or inconclusive.

SMILES	EPAC1 ag	aSyn rescue	WRN helicase inh	EPAC1 antag	PI5P4Ka inh	FUS suppressor	PLK1 PBD block	IL2 activator	Abeta yeast res
CC(NS(=O)(=O)c1cccc(Cl)c1)C(=O)Nc1ccc(-c2nc3ccccc3s2)cc1 (stereo not drawn)	0%	4%	-7%	0%	20	1%	4%	1.2	6%
C=CCn1c(SCc2ccccc2)nc(O)cc1=O	-4%	-2%	-4%	-22%	-9	14%	1%	0.2	-1%
Cc1sc2ncn(CC(=O)N3CCN(c4ccccc4F)CC3)c(=O)c2c1S(=O)(=O)N1CCOCC1	7%	-4%	-6%	4%	-16	7%	-13%	-3.2	-10%
CCn1c(C)c(C)c2cc(C(=O)NCCN3CCOCC3)ccc21	6%	-3%	10%	1%	1	17%	-12%	-1.9	0%
Cc1cc(C=O)c(C)n1-c1ccc(N2CCCC2)c([N+](=O)[O-])c1	-5%	-28%	0%	13%	-7	16%	?	1.0	-4%
O=C(C(=C1NCCN1)n1cncn1)c1ccccc1	1%	-1%	3%	11%	-6	-5%	-11%	1.4	0%
CC(C)OCCCN(C)C1CCN(S(=O)(=O)c2csc(C(N)=O)c2)CC1	-2%	1%	8%	13%	-2	4%&8%	0%	?	-11%&-6%
COCCN1C=C(C(=O)OC)C(c2cc(Br)c(OC)c(OC)c2)C(C(=O)OC)=C1	0%	1%	-6%	-2%	8	15%	-2%	-0.7	-8%
COc1ccc2ccccc2c1/C=N/N1C(=O)CSC1=S	3%	-7%	?	-10%	-21	14%	-22%	-0.1	-15%
C#CCN(C[C@@H]1[C@@H](OC(=O)NCc2ccccc2F)[C@@H](OC(=O)NCc2ccccc2F)Cn2c(=O)ccc(=O)n21)S(=O)(=O)c1ccc(C)cc1	-14%	?	-5%	1%	-2	?	?	-4.1	-12%
CCOC(=O)CS(=O)(=O)c1nc(-c2ccccc2)cc(C(F)(F)F)n1	-11%	-15%	56µM*	-11%	0	-16%	11µM*	-0.6	-23%
CCN1C(=O)[C@@H]2[C@@H](c3ccc(-c4ccc5c(c4)OCO5)c(OC)c3)N3CCC[C@@]3(C(=O)OC)[C@@H]2C1=O	-2%	0%	-11%	-9%	7	37%	0%	-0.2	9%
CCN1C(=NCCCOC(C)C)N[C@@H](CCc2ccccc2)[C@H](C(=O)NCCCOC(C)C)[C@H]1C	8%	0%	2%	4%	-3	19%	24µM*	-3.5	4%
O=C(CCC(=O)NC1CCCCC1)Nc1cccnc1	-6%	-2%	2%	-11%	-7	-31%	0%	-1.1	-8%
CCNNC(=O)C(O)(Cc1ccccc1)Cc1ccccc1	-5%	-13%	16%	30%	1	10%	0%	-0.4	5%

Among those listed so far, these have fluorine.
SMILES	EPAC1 ag	aSyn rescue	WRN helicase inh	EPAC1 antag	PI5P4Ka inh	FUS suppressor	PLK1 PBD block	IL2 activator	Abeta yeast res
Cc1sc2ncn(CC(=O)N3CCN(c4ccccc4F)CC3)c(=O)c2c1S(=O)(=O)N1CCOCC1	7%	-4%	-6%	4%	-16	7%	-13%	-3.2	-10%
C#CCN(C[C@@H]1[C@@H](OC(=O)NCc2ccccc2F)[C@@H](OC(=O)NCc2ccccc2F)Cn2c(=O)ccc(=O)n21)S(=O)(=O)c1ccc(C)cc1	-14%	?	-5%	1%	-2	?	?	-4.1	-12%
CCOC(=O)CS(=O)(=O)c1nc(-c2ccccc2)cc(C(F)(F)F)n1	-11%	-15%	56µM*	-11%	0	-16%	11µM*	-0.6	-23%

The listing picks up, repeating the three entries before the break.
SMILES	EPAC1 ag	aSyn rescue	WRN helicase inh	EPAC1 antag	PI5P4Ka inh	FUS suppressor	PLK1 PBD block	IL2 activator	Abeta yeast res
CCN1C(=NCCCOC(C)C)N[C@@H](CCc2ccccc2)[C@H](C(=O)NCCCOC(C)C)[C@H]1C	8%	0%	2%	4%	-3	19%	24µM*	-3.5	4%
O=C(CCC(=O)NC1CCCCC1)Nc1cccnc1	-6%	-2%	2%	-11%	-7	-31%	0%	-1.1	-8%
CCNNC(=O)C(O)(Cc1ccccc1)Cc1ccccc1	-5%	-13%	16%	30%	1	10%	0%	-0.4	5%
CCOc1ncccc1C(=O)Nc1ccc2c(c1)OCCCO2	2%	0%	-2%	-5%	6	-3%	-9%	-3.3	-6%
O=C(NC(=S)Nc1ccc(Cc2ccncc2)cc1)c1ccccc1	19%	-6%	-4%	-6%	1	-15%	0%	4.7	7%
COCCC1CCCCN1C(=O)c1ccc(OC2CCN(C(C)=O)CC2)c(OC)c1 (stereo not drawn)	-16%	6%	3%[57.1 µM]	5%	-1	-6%	8%	9.6	-14%
COc1ccc(NCC(=O)N/N=C/C2CCCCC2)cc1	-10%	0%	3%	2%	1	20%	0%	-1.1	4%
COC(=O)CSc1nc2c(c(=O)n(C)c(=O)n2C)n1CCC(C)C	1%	9%	0%	0%	-8	-1%	?	-0.8	-17%
CC(C)n1c(SCC(N)=O)nc2c1c(=O)n(C)c(=O)n2C	1%	1%	-11%	-10%	nt	27%	-2%	-3.4	-7%
COc1ccc(C(C)=O)c2c(O)cccc12	2%	9%	-7%	-9%	5	34%	-8%	0.1	7%
O=C1N[C@@H](Cc2c[nH]c3ccccc23)COC(=O)[C@@H](Cc2ccc(F)cc2)CC/C=C/C[C@@H]1CC(=O)N(CCO)Cc1ccccc1	-14%	0%	-10%	0%	8	?	-13%	0.7	0%
Cc1ccc(C(=O)N/N=C\c2ccc([N+](=O)[O-])s2)cn1	-1%	5%	-16%[57.1 µM]	-2%	-9	7%	-6%	-1.5	17%
CCCCOC(=O)C1=C(C)Nc2ncnn2C1c1cccc(OC)c1 (stereo not drawn)	15%	5%	-2%	0%	1	17%	-8%	0.7	6%
Cc1cc(OC(C)C)nc(-c2ccccc2O)n1	0%	-2%	4%	-5%	13	11%	-5%	-1.8	-8%
COC(=O)c1cc(NC(=O)Cc2cc(OC)c(OC)c(OC)c2)cc(C(=O)OC)c1	0%	0%	-1%	9%	3	18%	-9%	0.7	-7%
COc1ccc(CNC(=O)c2c(O)c3ccccc3n(C)c2=O)cc1OC	1%	6%	1%	13%	9	0%	-3%	-0.4	8%
COC(=O)CC1C(=O)NCCN1C(=O)Nc1ccccc1 (stereo not drawn)	3%	12%	4%	0%	2	-9%	-3%	0.5	18%
O=C(NC12CC3CC(CC(C3)C1)C2)N1CCN(C(=O)C2CCCO2)CC1 (stereo not drawn)	0%	3%	-3%	1%	nt	-4%	-12%	-0.9	15%

Ordered by value in PI5P4Ka inh (high to low): 4 of the compounds above
compound | PI5P4Ka inh
Cc1cc(OC(C)C)nc(-c2ccccc2O)n1 | 13
COc1ccc(CNC(=O)c2c(O)c3ccccc3n(C)c2=O)cc1OC | 9
CCOc1ncccc1C(=O)Nc1ccc2c(c1)OCCCO2 | 6
COC(=O)c1cc(NC(=O)Cc2cc(OC)c(OC)c(OC)c2)cc(C(=O)OC)c1 | 3

Next part
SMILES	EPAC1 ag	aSyn rescue	WRN helicase inh	EPAC1 antag	PI5P4Ka inh	FUS suppressor	PLK1 PBD block	IL2 activator	Abeta yeast res
Cc1ccccc1NC(=O)C1CCN(S(=O)(=O)c2cccc3nonc23)CC1	-8%	-4%	4%	1%	-15	36%&-2%	-3%	-0.1	-2%&-4%
CC1(C(=O)NS(=O)(=O)c2ccccc2)CCN1C(=O)CC(c1ccccc1)c1ccccc1 (stereo not drawn)	-17%	0%	7%[57.1 µM]	1%	2	27%	-2%	-0.1	-12%
CN1C(=C2C(=O)OC(C)(C)OC2=O)Sc2ccccc21	-3%	0%	-3%	7%	nt	0%	-2%	-1.5	17%
O=S(=O)(c1ccccc1)N1CCN(Cc2c(O)ccc3ccccc23)CC1	9%	1%	-8%	2%	0	7%	?	1.2	3%
CC1=CN2C(=N)/C(=C/c3ccco3)C(=O)N=C2S1	8%	-3%	?	-8%	?	22%	-4%	0.2	-2%
CCOc1ccccc1NC(=S)N(CCCN1CCOCC1)Cc1cn(C)c2ccccc12	9%	8%	-16%[57.1 µM]	7%	10	?	-16%	-0.3	22%
Cc1noc(C)c1C(=O)N1CCN(c2ncccn2)CC1	10%	0%	-1%	-15%	nt	17%	-23%	4.1	-3%
N=c1n(CC(=O)c2cccc([N+](=O)[O-])c2)c2ccccc2n1Cc1ccccc1	0%	3%	-3%	-1%	4	0%	-1%	0.5	-3%
N#CCCN1CCN(S(=O)(=O)c2cc(Cl)ccc2Cl)CC1	-5%	-1%	-4%	5%	1	0%	-10%	-0.1	26%
COc1ccc(Cn2cnc([N+](=O)[O-])c2)cc1[N+](=O)[O-]	1%	-8%	4%	-7%	-4	-13%	2%	9.1	-15%
O=C(C1CCCN(c2nnc(-n3cccc3)s2)C1)N1CCN(c2ccccc2)CC1 (stereo not drawn)	-10%	-3%	-13%	20%	4	28%	-5%	-4.5	-22%
CN(C(=O)C1CCC(=O)N(Cc2cccc(F)c2)C1)C1CCCCC1 (stereo not drawn)	3%	14%	-5%	-1%	6	8%	2%	6.9	5%
COc1ccc(OC)c(S(=O)(=O)N2CCCC(C(=O)NC3CC3)C2)c1 (stereo not drawn)	-3%	-1%	7%	-4%	1	4%	-3%	-0.9	-1%
CCS(=O)(=O)N1Cc2ccccc2CC1C(=O)Nc1cccc(OC)c1 (stereo not drawn)	-2%	6%	12%	-2%	-7	9%	-9%	0.7	2%
Cc1c(OCC(=O)NC(Cc2ccc(Cl)cc2)C(=O)O)ccc2c3c(c(=O)oc12)CCC3 (stereo not drawn)	-4%	-1%	4%	13%	2	-22%	6%	0.5	-8%
COc1ccc([N+](=O)[O-])cc1NC(C)C	-4%	-1%	-6%	0%	4	-26%	-2%	-0.6	-7%
COc1ccc(S(=O)(=O)NCc2ccc3c(c2)OCO3)cc1OC	8%	11%	-11%	3%	0	-16%	-2%	-0.3	-4%

Compound activity as filed in PubChem BioAssay.
